ASK1 inh – inhibitors of human ASK1 kinase | Q99683 | AlphaScreen MKK6 phosphorylation by ASK1, luminescence | inhibition, % at 7.44 µM | 0.99% of 22,000 active | AID 1159602; in the data active means inhibition above about 35%;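 further: 0% = median of compound wells and 100% = no enzyme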
ULK1 primary – human ULK1 kinase inhibition, primary screen; O75385; AlphaScreen Atg13 phosphorylation by ULK1, luminescence; inhibition, % at 5.96 µM; 1.9% of 30,000 active; AID 1259251; in the data active means inhibition above about 43%;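 further: 0% = median of compound wells and 100% = no enzyme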
Target sequence (O75385 whole entry, looked up): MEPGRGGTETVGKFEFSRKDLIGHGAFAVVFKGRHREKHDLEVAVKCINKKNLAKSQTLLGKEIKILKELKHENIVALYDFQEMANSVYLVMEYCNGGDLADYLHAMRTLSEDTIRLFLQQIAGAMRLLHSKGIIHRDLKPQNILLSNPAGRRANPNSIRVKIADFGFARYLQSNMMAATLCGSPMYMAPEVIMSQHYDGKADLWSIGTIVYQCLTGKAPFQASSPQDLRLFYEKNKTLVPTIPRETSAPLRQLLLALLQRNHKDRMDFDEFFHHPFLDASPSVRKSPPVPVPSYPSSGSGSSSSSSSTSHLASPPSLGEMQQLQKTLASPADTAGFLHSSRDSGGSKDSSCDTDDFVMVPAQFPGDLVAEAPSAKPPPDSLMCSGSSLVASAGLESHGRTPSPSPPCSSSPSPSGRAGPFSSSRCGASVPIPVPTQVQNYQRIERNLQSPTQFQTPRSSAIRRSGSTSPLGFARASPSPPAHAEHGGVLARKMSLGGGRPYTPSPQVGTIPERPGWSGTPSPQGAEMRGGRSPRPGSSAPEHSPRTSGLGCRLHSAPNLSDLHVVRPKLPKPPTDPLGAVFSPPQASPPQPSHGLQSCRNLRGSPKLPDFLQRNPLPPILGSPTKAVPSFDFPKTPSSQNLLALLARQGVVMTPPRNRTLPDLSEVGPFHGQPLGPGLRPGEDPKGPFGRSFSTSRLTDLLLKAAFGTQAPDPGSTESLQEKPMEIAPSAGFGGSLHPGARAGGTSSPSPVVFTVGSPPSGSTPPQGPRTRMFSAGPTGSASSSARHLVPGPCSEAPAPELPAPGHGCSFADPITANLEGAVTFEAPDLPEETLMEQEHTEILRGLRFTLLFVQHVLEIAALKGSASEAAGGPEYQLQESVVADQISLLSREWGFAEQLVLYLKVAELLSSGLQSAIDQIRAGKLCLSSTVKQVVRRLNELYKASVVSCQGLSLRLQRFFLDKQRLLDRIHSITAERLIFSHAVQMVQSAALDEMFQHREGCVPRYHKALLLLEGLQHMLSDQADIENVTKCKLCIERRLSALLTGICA
* hit, by the source's call; / = no result given.

The line under a structure holds: ASK1 inh | ULK1 primary
> CCN(CC)C(=O)C1CCCN(c2cccc(C(=O)NCCN(C(C)C)C(C)C)n2)C1 (stereo unspecified)
 : -4 | -3
> OC1CCN(c2nc3cc(F)ccc3n3ccnc23)CC1
 : / | 14
> CC(C)Cn1c2c(=O)[nH]c(=O)n(C)c2n2c(-c3ccc(Br)cc3)nnc12
 : / | 0
> COc1cc(OC)nc(Oc2cccc(N)c2)n1
 : / | 8
> Fc1ccc2c(c1)CC(c1nc3ccc(-c4cn[nH]c4)cc3s1)CO2 (stereo unspecified)
 : -5 | -4
> CC1CC(OC(=O)c2ccccc2O)CC(C)(C)C1 (stereo unspecified)
 : / | 14
> CC(C)(NC(=O)NC(=O)c1c(F)cccc1F)c1ccncc1
 : / | 6
> O=C(NCCN1CCCC1)c1cc(C2COc3ccccc3O2)nc2ccc(-c3cn[nH]c3)cc12 (stereo unspecified)
 : 1 | 1
> CC(C)(C)C(=O)Nc1nnc(COc2ccccc2)s1
 : / | 3
> CCCN1Cc2occc2/C(=C\CCO)[C@H]1c1cccc(Cl)c1
 : 5 | -3
> Cc1cnc(NCc2cccnc2)nc1NCCO
 : 13 | 2
> c1ccc(-c2nc(Nc3ncccn3)cc(-c3ccccn3)n2)cc1
 : / | 10
> COc1cc(NC(=O)c2ccnc(N3CCN(Cc4ccc5c(c4)OCO5)CC3)c2)cc(OC)c1OC
 : 18 | 4
> Cc1ccc(Cn2c(=O)[nH]c3cccnc3c2=O)cc1
 : / | -3
> c1ccc2c(Nc3cc(NCc4nc5ccccc5[nH]4)ncn3)nccc2c1
 : -19 | 5
> CCNc1nc(NCc2ccccc2)c2[nH]cnc2n1
 : 3 | 7
> Nc1nc(NCCN2CCOCC2)cc(Nc2cnccn2)n1
 : -1 | -1
> Cc1ncn(-c2ccc(Nc3nccc(-c4noc(C)c4I)n3)cc2)n1
 : 9 | 6
> O=C(NCc1nc2ccccc2[nH]1)c1cnc(Nc2ccc3ncccc3c2)s1
 : 0 | -3
> COc1ccc2c(c1)CC(c1nc3cc(-c4ccnc5[nH]ccc45)c(F)cc3[nH]1)CO2 (stereo unspecified)
 : 13 | -15

Taken from above:
Cc1ccc(Cn2c(=O)[nH]c3cccnc3c2=O)cc1 – ULK1 primary = -3
Nc1nc(NCCN2CCOCC2)cc(Nc2cnccn2)n1 – ULK1 primary = -1

The list continues:
The line under a structure holds: ASK1 inh | ULK1 primary
> CC(=O)Nc1ccc(Nc2cc(-c3csc4ccccc34)nc(N)n2)cc1
 : -7 | -39
> CCNc1nc(NCCc2ccc(O)cc2)c2ncn(Cc3ccc(C(F)(F)F)cc3)c2n1
 : 12 | -47
> O=C(Nc1ccc(N2CCOCC2)cc1)c1cccc(-n2cc(NC(=O)C(O)c3ccccc3)cn2)c1 (stereo unspecified)
 : 0 | -12
> Cc1nn(C(=O)c2ccco2)c(C)c1S(=O)(=O)N1CCCCCC1
 : / | 2
> CCN(CC)C(=O)C1CCCN(c2nc(NCc3nc4ccccc4[nH]3)c3ncn(-c4ccccc4)c3n2)C1 (stereo unspecified)
 : 2 | -15
> CCCNC(=O)c1cccc(Nc2ccccn2)n1
 : -5 | -5
> NC(=O)c1ccc(-c2ncc(C(=O)Nc3ccc(N4CCOCC4)cc3)s2)cc1
 : 0 | 1
> CCCNC(=O)c1cccc(Nc2ccncc2)c1
 : 3 | 8
> CC(=O)Nc1ccc(NC(=O)c2cccc(-c3ccc(C(N)=O)cc3)c2)cc1
 : 1 | -6
> CCN(CC)C(=O)C1CCCN(c2ncc(C(=O)NC3CCN(Cc4ccccc4)CC3)s2)C1 (stereo unspecified)
 : 2 | -25
> COc1ccc(-c2cc(C(=O)NCc3ccccc3)ccn2)cc1
 : -1 | -1
> CNC(=O)c1ccc2c(c1)CC(C(=O)Nc1ccc(-c3cn[nH]c3)cc1OCCN(C)C)CO2 (stereo unspecified)
 : -23 | 3
> O=C(C(O)c1ccc(C(F)(F)F)cc1)N1CCN(c2ccc3[nH]ncc3c2)CC1 (stereo unspecified)
 : -18 | 0
> c1ccc(Nc2nc3ncnc(NCc4nc5ccccc5[nH]4)c3[nH]2)cc1
 : 13 | 1
> O=C(NCc1nc2ccncc2[nH]1)C1COc2ccccc2O1 (stereo unspecified)
 : -10 | -9
> OC[C@H]1O[C@H](O[C@]2(CCl)O[C@H](CCl)[C@@H](O)[C@@H]2O)[C@H](O)[C@@H](O)[C@H]1Cl
 : / | -12
> CCN(CC)c1nc2n(c(=S)n1)CCS2
 : / | -7
> COc1cccc2cc(-c3csc(N/N=C/c4ccccc4)n3)c(=O)oc12
 : / | 6
> COc1ccc(CCNc2nc(Nc3ccccc3)nc3c2ncn3C2CCCCC2)cc1
 : 25 | 6
> FC(F)(F)c1ccc(Cn2cnc3c(NCc4cccc(C(F)(F)F)c4)nc(Nc4ccc(C(F)(F)F)cc4)nc32)cc1
 : -1 | -10
> CC(CCc1ccccc1)NCC(O)c1ccc(O)c(C(N)=O)c1 (stereo unspecified)
 : / | -2
> COc1cc(Nc2nc(Nc3cc(OC)c(OC)c(OC)c3)c3ncn(C(C)C)c3n2)cc(OC)c1OC
 : 13 | -3
> O=C(Cc1cn(-c2ccc(Nc3ccncn3)nn2)c2ccccc12)NCc1cccnc1
 : -21 | 9
> O=C(/C=C/c1ccccc1)NNC(=O)c1ccco1
 : / | -6
> CCN(CC)C(=O)C1CCCN(c2cc(Nc3ccccc3)ncn2)C1 (stereo unspecified)
 : 0 | -4
> Clc1nc(NCc2nc3ccccc3[nH]2)c2ncn(-c3ccccc3)c2n1
 : -12 | 0
> COc1ccc(C)cc1S(=O)(=O)N(C)CC(=O)NCc1ccncc1
 : / | -8
> Cc1c[nH]c(=O)c2cccc(S(=O)(=O)N3CCCNC[C@@H]3C)c12
 : 0 | 47*
> COc1cc(NC(=O)c2cncc(-n3cc(NC(=O)Cc4ccccc4)cn3)c2)ccc1N1CCOCC1
 : -2 | -12
> Cc1cc(N2CCOCC2)nc(N2CCN(S(=O)(=O)c3ccccc3Cl)CC2)n1
 : / | 12
> O=C(Nc1ccccc1)c1csc(N2CCN(Cc3ccc4c(c3)OCO4)CC2)n1
 : 5 | 13
> O=C(NCc1ccc(C(F)(F)F)nc1)c1ccc2cncc(-c3ccccc3)c2n1
 : / | -9
> FC(F)(F)c1ccc(CNc2nccn3c(-c4cnn(Cc5ccccc5)c4)cnc23)cc1
 : 17 | -5
> CCCNC(=O)Cc1cn(-c2ccc(NCCCN3CCCC3=O)nn2)c2ccccc12
 : -15 | -4
> O=C(Nc1ccc(-c2cn[nH]c2)cc1)[C@H]1Cc2ccccc2CN1
 : 4 | 20
> COc1ccccc1/C=N/NC(=O)c1[nH]ncc1I
 : / | 9
> Cc1nn(C)c(C)c1-c1nc2c(NCCc3ccc(O)cc3)ncnc2n1C(C)C
 : 1 | -4
> CCn1c(C2COc3ccccc3O2)nc2cc(-c3ccncc3)ccc21 (stereo unspecified)
 : 10 | -11
> CN(C)CCN(Cc1cccc(Cl)c1)C(=O)c1nc2ccc(-c3cn[nH]c3)cc2s1
 : -8 | -23
> c1cc(Nc2nc(NC3CC3)c3ncn(-c4ccsc4)c3n2)ccn1
 : -3 | -3
> O=C(NCc1nc2ccccc2[nH]1)c1csc(N2CCN(Cc3ccc4c(c3)OCO4)CC2)n1
 : -9 | 3
> NC(=O)c1ccc(-c2nc(NCc3cccnc3)c3[nH]cnc3n2)cc1
 : 0 | 42
> O=C(Nc1ccc2[nH]ncc2c1)C(O)c1ccc(C(F)(F)F)cc1 (stereo unspecified)
 : 0 | -3
> COc1ccc(-c2nc3c(NC4CC4)ncnc3n2C(C)C)cn1
 : -3 | -7
> COc1ccc2c3c(c(=O)oc2c1)CN(C(=O)C(C)(C)C)CC3
 : / | -4
> CCOc1ccnc2c1c(=O)n(Cc1cc(C)ccc1C)c(=O)n2C
 : / | 4
> COc1cc(OC)nc(Oc2ccccc2C(=O)N[C@H](C(=O)NC(C)C)C(C)C)n1
 : / | 5
> COc1cc2nc(Nc3nccc4ccccc34)nc(NCCN3CCOCC3)c2cc1OC
 : -12 | 1
> CCN(CC)C(=O)C1CCCN(c2nc3ncnc(Nc4cc(OC)c(OC)c(OC)c4)c3[nH]2)C1 (stereo unspecified)
 : 1 | -6
> c1ccc2c(-c3nc(NCCN4CCOCC4)c4ncn(-c5ccsc5)c4n3)csc2c1
 : 12 | -61

Next section; the last two above are carried over.
The line under a structure holds: ASK1 inh | ULK1 primary
> CCN(CC)C(=O)C1CCCN(c2nc3ncnc(Nc4cc(OC)c(OC)c(OC)c4)c3[nH]2)C1 (stereo unspecified)
 : 1 | -6
> c1ccc2c(-c3nc(NCCN4CCOCC4)c4ncn(-c5ccsc5)c4n3)csc2c1
 : 12 | -61
> COc1cccc(CNC(=O)c2cn(CCCN(C)C)c3cc(-c4cn[nH]c4)ccc23)c1
 : -5 | -3
> Cc1csc(C(=O)NCc2nc(-c3ccncc3)n[nH]2)c1
 : 3 | -3
> CC(=O)c1cccc(-c2ncc(C)c(NCc3ccccc3)n2)c1
 : -4 | -9
> Cn1cnc(-c2ccccc2Nc2nc(Nc3ccc(N4CCOCC4)cc3)ncc2Cl)n1
 : 11 | -11
> CN1CCN(C(CN)c2ccc(N(C)C)cc2)CC1 (stereo unspecified)
 : / | 7
> CCCNc1ncnc2nc(-c3ccc(C(N)=O)cc3)[nH]c12
 : 15 | -2
> Cc1ccc(S(=O)(=O)n2ccn(CC(=O)Nc3cccc(C)c3)c2=O)cc1
 : / | -10
> COc1cc(Nc2nc(Nc3ccc(NC(C)=O)cc3)c3ncn(CCN4CCCC4=O)c3n2)cc(OC)c1OC
 : -6 | -4
> CCNc1nc(C)cc(NC2CCN(Cc3ccccc3)CC2)n1
 : -16 | -1
> Cn1ncc(-c2ccnc(Nc3ccc(-n4cnc(N5CCOCC5)n4)cc3)c2)c1NC(=O)Cc1ccccc1
 : 8 | -13
> O=c1[nH]cnc2[nH]ncc12
 : / | 4
> COc1ccc(-c2cc(C(=O)Nc3cc(OC)c(OC)c(OC)c3)ccn2)cc1
 : 2 | 7
> FC(F)(F)c1cccc(CNc2ccnc(N3CCN(Cc4ccc5c(c4)OCO5)CC3)n2)c1
 : 3 | -26
> CCN1CCN(Cc2c(C(=O)NN=C3CCCCCC3)nnn2-c2nonc2N)CC1
 : / | 10
> COc1cc(Nc2ccnc(N3CCN(Cc4ccc5c(c4)OCO5)CC3)n2)cc(OC)c1OC
 : 28 | -8
> O=C(NC1CC1)c1ccc2nc(-c3csc4ccccc34)sc2c1
 : 6 | -3
> COc1cc(Oc2ccccc2C(=O)NC(C)C)nc(OC)n1
 : / | 11
> Nc1nc(NCc2nc3ccccc3[nH]2)cc(N2CCC(N3CCOCC3)CC2)n1
 : -18 | 3
> CCN(CC)c1nc(NCc2ccccc2)nc(NC2CCN(Cc3ccccc3)CC2)n1
 : -2 | -7
> CCNc1nc(NCCCN2CCCC2=O)c2ncn(Cc3ccc(C(F)(F)F)cc3)c2n1
 : -7 | -6
> CN(C)CC(=O)Nc1cccc(CNC(=O)Nc2ccc(-c3cn[nH]c3)cc2)c1
 : 12 | 96*
> Cc1cc(O)cc2c1C(=O)/C(=C/c1cccnc1)O2
 : / | 3
> Cc1cc(Nc2ccc(N3CCOCC3)cc2)nc(Nc2ccc(C(F)(F)F)cc2)n1
 : 31 | -12
> CCOC(=O)c1c(CN(C)CCO)n(C)c2cc(Br)c(O)cc12
 : / | -6
> O=C(NCCN1CCOCC1)c1cccc(Nc2ccc(-n3ccnc3)cc2)n1
 : 6 | -33
> OCCNc1nc(-c2ccccc2)nc2c1ncn2Cc1ccc(C(F)(F)F)cc1
 : -8 | -24
> Nc1nc(Nc2ccc(C(F)(F)F)cc2)nc2c1ncn2CCN1CCCC1=O
 : -17 | 13
> Nc1cccc(-c2nc(C(=O)Nc3ccc(Oc4ccccc4)cc3)cs2)c1
 : 8 | -18
> Brc1cccc2nc(Nc3ccc(-n4cnc(N5CCOCC5)n4)cc3)ncc12
 : 7 | -8
> Cc1ccc(NC(=O)Nc2ccnn2-c2cccc(C(=O)Nc3ccc(N4CCOCC4)cc3)c2)cc1[N+](=O)[O-]
 : 18 | 5
> c1cc(-c2nc(NCCN3CCOCC3)c3ccncc3n2)ccn1
 : -13 | 1
> O=C(CSc1nnc(-c2c[nH]c3ccccc23)o1)N1CCOCC1
 : / | 6
> NC(=O)c1ccc(-c2nc(NCCO)c3ncn(CCN4CCCC4=O)c3n2)cc1
 : 4 | -31
> COc1cnc(Nc2ccc(N3CCOCC3)cc2)nc1-c1ccc(S(C)(=O)=O)cc1
 : 16 | 46*
> CC(C)Cc1ccc(C(C)C(=O)NCCO)cc1 (stereo unspecified)
 : / | -1
> CC(C)N(CCNC(=O)c1ccnc(N2CCC(N3CCOCC3)CC2)c1)C(C)C
 : -6 | 6
> COc1nc(NCCCN2CCCC2=O)nc(Nc2ccccn2)n1
 : 5 | 12
> c1ccc(OCCNc2ncnc3nc(N4CCC(N5CCOCC5)CC4)[nH]c23)cc1
 : -2 | -12
> O=C(NCc1ccccc1)OCCO
 : / | 1
> CC[C@@H]1/C=C(/C)C[C@H](C)C[C@H](OC)[C@H]2O[C@@](O)(C(=O)C(=O)N3CCCC[C@H]3C(=O)O[C@H](/C(C)=C/[C@@H]3CC[C@H](Cl)[C@H](OC)C3)[C@H](C)[C@@H](O)CC1=O)[C@H](C)C[C@@H]2OC
 : / | 15
> O=C1CCCN1CCCNc1ccnc(-c2csc3ccccc23)n1
 : -7 | -11
> CCCNc1ccnc(Nc2cccnc2)n1
 : -10 | 2
> COc1cc2nc(N3CCN(Cc4ccc5c(c4)OCO5)CC3)nc(Nc3cc(OC)c(OC)c(OC)c3)c2cc1OC
 : 12 | -30
> COc1cc(C=O)ccc1OC(=O)c1ccccc1I
 : / | 28
> Nc1c[n+](N2CCOCC2)no1
 : / | -9
> OCCNc1ccnc(Cl)n1
 : -3 | 4
> CCN(CC)c1nc(Nc2ccc(N3CCOCC3)cc2)nc(N2CCN(Cc3ccc4c(c3)OCO4)CC2)n1
 : 43* | 8

Record cards (already shown).
Listed for Nc1c[n+](N2CCOCC2)no1 : ASK1 inh: /; ULK1 primary: -9
Listed for COc1cc(C=O)ccc1OC(=O)c1ccccc1I : ASK1 inh: /; ULK1 primary: 28
